T cruzi growth: blocks T. cruzi growth in NIH3T3 culture. inhibition, % at 8.34 µM. T. cruzi beta-gal in NIH3T3, GalScreen luminescence, 90 h. 5.9% of 77,000 active. AID 624255;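 active means mean inhibition above about 93%, with at least 55% of replicates each passing it, limit read from the data, passing the limit was not always enough; inconclusive means only one of those two conditions holds; inactive means neither condition holds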
GASC1 inh: inhibitors of human demethylase GASC-1 KDM4C; Q9H3R0; GST-KDM4C 2-372, H3K9me3 peptide, LANCE TR-FRET; inhibition, % at 12.5 µM; 0.15% of 96,000 active; AID 720574;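 active means mean replicate inhibition above about 25%, with at least 55% of replicates also reaching it, limit read from the data, passing the limit was not always enough; inconclusive means only one of those two conditions met; inactive means neither condition met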
Target sequence (Q9H3R0 2-372 limits assumed): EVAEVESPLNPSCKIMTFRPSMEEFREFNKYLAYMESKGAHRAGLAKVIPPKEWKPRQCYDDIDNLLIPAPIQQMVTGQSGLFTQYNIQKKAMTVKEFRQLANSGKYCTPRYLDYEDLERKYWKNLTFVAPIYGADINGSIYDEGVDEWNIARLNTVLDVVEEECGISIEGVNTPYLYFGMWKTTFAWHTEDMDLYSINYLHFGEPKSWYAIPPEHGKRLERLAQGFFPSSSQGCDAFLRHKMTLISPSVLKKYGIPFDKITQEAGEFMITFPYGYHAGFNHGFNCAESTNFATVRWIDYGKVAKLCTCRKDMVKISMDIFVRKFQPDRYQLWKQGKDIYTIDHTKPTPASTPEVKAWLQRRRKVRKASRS
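reagent = H3K9me3 peptide substrate, Fe(II), 2-oxoglutarate | system = GST-tagged GASC-1 (JMJD2C) catalytic fragment, aa 2-372 | amount = enzyme final amount 10 nM | read-out = Fall in 671/618 emission ratio as inhibition | medium = HEPES buffer, pH 7.5, plus ascorbate | schedule = 30 min reaction, 60 min detection, RT | measured by = LANCE TR-FRET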
C diff growth: C. difficile growth inhibition; Clostridium difficile clinical isolate growth, OD600, 24 h; hits give low values; growth activity, negative = inhibition, % at 16 µg/mL (by protocol); 0.25% of 86,000 active;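 active means mean growth activity at or below -80% and every replicate also at or below -80%; inconclusive means mean at or below -80% but some replicate above -80%; inactive means mean growth activity above -80%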;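 further: 0% = DMSO wells and -100% = levofloxacin 16 µg/mL wells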
Pf Dd2 inh: blocks growth of Plasmodium falciparum Dd2 parasites. P. falciparum Dd2 growth, SYBR Green, 72 h; hits give low values. activity change, % at 10 µM. 2.3% of 94,000 active. AID 1159554; in the data active means activity change below about -80%; inconclusive means no clear call, values can overlap the other calls
The depositor's hits bear a star; ? = inconclusive; . = no result given; & = joins results of further samples.

SMILES	T cruzi growth	GASC1 inh	C diff growth	Pf Dd2 inh
CN1C(=O)c2cc(NC(=O)c3cnccn3)ccc2OC[C@@H]2O[C@@H](CC(=O)N[C@@H]3CCN(Cc4ccccc4)C3)CC[C@H]21	101*	-1.3	-2	-18
COc1cccc(C(=O)Nc2ccc3c(c2)OC[C@@H](C)N(C)C[C@H](C)[C@H](OC)CN(C)C3=O)c1	-66	0.0	-2	-33
COc1ccc(C#Cc2ccc3c(c2)O[C@@H](CN(C)C(=O)CN2CCOCC2)[C@@H](C)CN([C@H](C)CO)S3(=O)=O)cc1	.	0.8	-4	-66
C[C@H](CO)N1C[C@H](C)[C@@H](CN(C)C(=O)Nc2cccc3ccccc23)Oc2ccc(NC(=O)Cc3cn(C)c4ccccc34)cc2C1=O	-12	-1.9	.	-87*
CO[C@H]1CN(C)C(=O)c2ccc(NC(=O)C3CC3)cc2OC[C@@H](C)N(Cc2cccc(F)c2)C[C@@H]1C	31	0.4	-2	-54
C[C@@H]1CN([C@@H](C)CO)S(=O)(=O)c2ccc(C#Cc3cccnc3)cc2O[C@H]1CN(C)CC1CCOCC1	?	1.2	-2	-55
COCC(=O)N1[C@@H](CO)[C@@H](c2ccccc2)C12CN(C(=O)c1ccc(F)cc1)C2	.	-1.0	0	17
COCCNC(=O)C[C@H]1C[C@@H]2c3cc(NC(=O)C4CCOCC4)ccc3O[C@@H]2[C@@H](CO)O1	22	1.1	.	-7
Cc1ccc(S(=O)(=O)N(C)C[C@@H]2OCCCC[C@H](C)Oc3ccc(NC(=O)NC(C)C)cc3C(=O)N([C@@H](C)CO)C[C@@H]2C)cc1	81	-1.2	-11	-67
C[C@@H]1CN([C@H](C)CO)C(=O)c2cc(NC(=O)Nc3ccc(F)cc3)ccc2O[C@@H](C)CCCCO[C@@H]1CN(C)S(=O)(=O)c1cccs1	-47	-1.1	-5	-84*
C[C@H](CO)N1C[C@H](C)[C@@H](CN(C)Cc2ccccn2)Oc2ncc(-c3ccc(C#N)cc3)cc2C1=O	-26	0.7	-1	12
C[C@@H]1CCCCO[C@@H](CN(C)C(=O)Cc2ccccc2)[C@@H](C)CN([C@@H](C)CO)C(=O)c2cc(NC(=O)C3CCCCC3)ccc2O1	58	0.4	-5	-61
COc1ccc(-c2cnc3c(c2)C(=O)N([C@@H](C)CO)C[C@@H](C)[C@H](CN(C)S(C)(=O)=O)O3)cc1	76	-2.1	-7	4
C[C@H](NC(=O)[C@H]1[C@H](CO)[C@H]2Cn3c(cccc3=O)[C@H]2N1Cc1cccnc1)c1ccccc1	15	1.1	-4	.
CNC[C@@H]1Oc2cc(C#Cc3ccccc3)ccc2S(=O)(=O)N([C@@H](C)CO)C[C@H]1C	.	-2.4	1	-70
C[C@H](CO)N1C[C@H](C)[C@H](CN(C)Cc2ccc3c(c2)OCO3)Oc2ccc(NC(=O)CCCCCC(=O)Nc3ccccc3N)cc2CC1=O	60	0.4	0	-18
CCNC[C@@H]1[C@H](c2ccc(-c3ccc(F)cc3)cc2)[C@H](CO)N1S(C)(=O)=O	35	-3.1	-7	-18
COc1ccc(CN(C)C[C@@H]2Oc3c(NC(=O)Nc4ccc(F)cc4)cccc3C(=O)N([C@H](C)CO)C[C@@H]2C)cc1	5	-1.0	-1	36
C[C@H]1CN([C@@H](C)CO)C(=O)c2cccc(NC(=O)c3ccncc3)c2O[C@@H]1CN(C)Cc1ccc(Oc2ccccc2)cc1	19	.	-2	-69
O=C(NCC[C@@H]1CC[C@H](NC(=O)c2cccnc2)[C@@H](CO)O1)Nc1ccc(C(F)(F)F)cc1	-36	0.4	.	10
COc1ccc(NC(=O)N(C)C[C@H]2Oc3c(NC(=O)c4ccc(-c5nccs5)cc4)cccc3C(=O)N([C@@H](C)CO)C[C@@H]2C)cc1	-79	1.0	-3	2
CCNC(=O)C[C@H]1CC[C@H]2[C@H](COc3ccc(NC(=O)Nc4cccc(F)c4)cc3C(=O)N2C)O1	-19	1.0	1	2
O=C(C1CCOCC1)N1CC(=O)N2[C@H](CO)[C@@H](c3ccc(/C=C/c4ccccc4)cc3)[C@@H]2C1	.	0.0	-9	5
CCS(=O)(=O)Nc1ccc2c(c1)C(=O)N(C)[C@H]1CC[C@H](CC(=O)NC)O[C@@H]1CO2	.	-2.1	3	15
CN1C(=O)c2cc(NC(=O)C3CC3)ccc2OC[C@H]2O[C@@H](CC(=O)Nc3ccc(F)cc3)CC[C@@H]21	22	-0.7	0	-18
C[C@@H]1CN([C@H](C)CO)S(=O)(=O)c2ccc(C#CC3(O)CCCC3)cc2O[C@@H]1CN(C)C(=O)Nc1ccc(F)cc1	13	-0.7	8	-30
C[C@H](CO)N1C[C@H](C)[C@H](CN(C)C)Oc2ccc(NC(=O)Cc3cn(C)c4ccccc34)cc2C1=O	.	3.6	5&1	4
O=C(Nc1ccc(Cl)cc1)N[C@@H]1CC[C@@H](CCn2cc(Cc3ccccc3)nn2)O[C@H]1CO	6	-1.5	-4	0
O=C(C[C@@H]1CC[C@H]2[C@@H](COC[C@@H](O)CN2Cc2ccc(Oc3ccccc3)cc2)O1)Nc1nccs1	117*	1.0	41&2	-58
C[C@@H]1CN([C@H](C)CO)C(=O)c2cccc(NS(=O)(=O)c3cccs3)c2O[C@H]1CN(C)C(=O)Nc1cccc2ccccc12	-102	1.3	.	26

4 successive records from above, for reference:
SMILES	T cruzi growth	GASC1 inh	C diff growth	Pf Dd2 inh
CO[C@H]1CN(C)C(=O)c2ccc(NC(=O)C3CC3)cc2OC[C@@H](C)N(Cc2cccc(F)c2)C[C@@H]1C	31	0.4	-2	-54
C[C@@H]1CN([C@@H](C)CO)S(=O)(=O)c2ccc(C#Cc3cccnc3)cc2O[C@H]1CN(C)CC1CCOCC1	?	1.2	-2	-55
COCC(=O)N1[C@@H](CO)[C@@H](c2ccccc2)C12CN(C(=O)c1ccc(F)cc1)C2	.	-1.0	0	17
COCCNC(=O)C[C@H]1C[C@@H]2c3cc(NC(=O)C4CCOCC4)ccc3O[C@@H]2[C@@H](CO)O1	22	1.1	.	-7

The results go on:
SMILES	T cruzi growth	GASC1 inh	C diff growth	Pf Dd2 inh
COc1ccc2c3c([nH]c2c1)[C@H](CO)N(C(=O)Nc1ccc(F)cc1)CC31CN(C(=O)c2ccccc2F)C1	.	-2.3	1	-76
C[C@@H]1CCCCO[C@H](CN(C)Cc2ccc(C(F)(F)F)cc2)[C@H](C)CN([C@@H](C)CO)C(=O)c2cc(NC(=O)c3ccccc3)ccc2O1	67	-1.8	10	-85*
CO[C@@H]1CN(C)C(=O)c2ccc(NC(C)=O)cc2OC[C@@H](C)N(C(=O)Cc2ccccn2)C[C@H]1C	-35	-0.6	.	29
CN(C)CC#Cc1ccc([C@@H]2[C@H](CO)N3CCCCN(C(=O)C4CCCC4)C[C@@H]23)cc1	57	.	13	-1
O=C(O)C[C@@H]1C=C[C@H](NC(=O)Nc2cc(F)ccc2F)[C@H](CO)O1	-2	-0.4	0	12
C[C@H]1CN([C@@H](C)CO)S(=O)(=O)c2ccc(-c3cccnc3)cc2O[C@H]1CN(C)Cc1cccnc1	21	-1.3	12	7
C[C@H]1CN([C@@H](C)CO)C(=O)CCCn2nncc2CO[C@H]1CN(C)Cc1ccc(O)cc1	-12	0.3	.	-7
COc1ccccc1NC(=O)N1CCCCN2[C@@H](CO)[C@@H](c3ccc(-c4ccc(C)cc4)cc3)[C@@H]2C1	94	12	52	-62
COc1cccc(S(=O)(=O)N2C[C@H](O)COC[C@@H]3O[C@H](CC(=O)N4CCN(c5ccccc5)CC4)CC[C@H]32)c1	-7	-1.3	6&-3	.
COCC(=O)Nc1ccc2c(c1)[C@H]1C[C@@H](CC(=O)NCc3cccnc3)O[C@@H](CO)[C@H]1O2	-26	11	.	18
CCCN1[C@@H]2c3ccc(C4=CCCC4)c(=O)n3C[C@H]1[C@H](CO)[C@H]2C(=O)N(C)C	4	0.2	0	-9
COc1ccc(S(=O)(=O)N(C)C[C@H]2OCCCC[C@@H](C)Oc3ccc(NS(=O)(=O)c4ccc(F)cc4)cc3C(=O)N([C@H](C)CO)C[C@H]2C)cc1	114*	-2.2	-6	-74
C[C@H]1CN([C@@H](C)CO)S(=O)(=O)c2ccc(/C=C/c3ccccc3)cc2O[C@H]1CN(C)C(=O)Nc1ccc(F)cc1	11	1.7	-2	15
C[C@@H]1CCCCO[C@H](CN(C)S(=O)(=O)c2cccs2)[C@H](C)CN([C@@H](C)CO)C(=O)c2cc(NC(=O)CCC(F)(F)F)ccc2O1	48	-1.2	0	-46
CCC(=O)N1Cc2cc(C(=O)NCCOC)nc(-c3cccc(-c4ccc(C#N)cc4)c3)c2[C@H]1CCO	.	-4.6	14	-30
CCCN1C[C@@H](C)[C@@H](OC)CN(C)C(=O)c2cc(NC(=O)c3ccccc3F)ccc2OC[C@H]1C	-8	-1.0	.	-2
Cc1noc(C)c1S(=O)(=O)Nc1ccc2c(c1)CC(=O)N([C@@H](C)CO)C[C@H](C)[C@@H](CN(C)Cc1ccccc1)O2	-8	0.3	-1	9
COc1ccc(S(=O)(=O)N(C)C[C@H]2Oc3ccc(NC(=O)CCN4CCOCC4)cc3CC(=O)N([C@@H](C)CO)C[C@H]2C)cc1	32	-0.5	3	2
COC(=O)C[C@H]1CC[C@@H]2[C@H](COc3ccc(NC(=O)C4CC4)cc3C(=O)N2C)O1	11	-3.0	-2	10
CO[C@@H]1CN(C)C(=O)c2ccc(NC(=O)c3ccc(F)cc3)cc2OC[C@@H](C)N(C(=O)CC2CC2)C[C@H]1C	-1	-0.9	.	-8
CCCC#Cc1cnc2c(c1)C(=O)N([C@@H](C)CO)C[C@H](C)[C@H](CN(C)S(C)(=O)=O)O2	66	0.5	7	37
C[C@H]1CN([C@@H](C)CO)C(=O)c2cc(C3=CCCC3)cnc2O[C@@H]1CN(C)C(=O)Cc1ccncc1	11	2.4	2	-15
C[C@@H]1CN([C@H](C)CO)C(=O)c2cc(NC(=O)Nc3ccc4c(c3)OCO4)ccc2O[C@H]1CN(C)S(=O)(=O)c1cccs1	5	-0.1	-4	-8
CN1C(=O)c2cc(NC(=O)c3ccc(C(F)(F)F)cc3)ccc2OC[C@H]2O[C@H](CC(=O)NCc3ccc4c(c3)OCO4)CC[C@H]21	71	1.2	-4	-8
COc1ccccc1C#Cc1cnc2c(c1)C(=O)N([C@@H](C)CO)C[C@H](C)[C@@H](CN(C)C(=O)CC1CC1)O2	93	14	-6	-64
COc1cccc(NC(=O)Nc2ccc3c(c2)C(=O)N(C)[C@H]2CC[C@H](CC(=O)NCCc4ccccc4)O[C@H]2CO3)c1	35	-2.2	-14	.
COc1cccc(-c2ccc([C@@H]3[C@H]4CN(C(=O)C5CCCCC5)CC(=O)N4[C@H]3CO)cc2)c1	.	0.9	1	-68
C[C@@H]1CN([C@H](C)CO)S(=O)(=O)c2ccc(C#CC(C)(C)O)cc2O[C@@H]1CN(C)C(=O)CC1CC1	20	1.3	4	3
COc1cccc(S(=O)(=O)Nc2ccc3c(c2)[C@H]2C[C@@H](CC(=O)N(C)C)O[C@H](CO)[C@H]2O3)c1	-13	-3.1	-4	16
O=C(N[C@@H]1CC[C@@H](CCn2cc(Cc3ccccc3)nn2)O[C@H]1CO)c1ccccn1	28	-0.9	-4	-34
C[C@@H]1CN([C@@H](C)CO)C(=O)c2cccc(NC(=O)Nc3ccc(F)cc3)c2O[C@@H]1CN(C)Cc1ccccc1	-32	0.4	17	-41
C[C@@H]1CN([C@H](C)CO)S(=O)(=O)c2ccc(Br)cc2O[C@@H]1CN(C)C(=O)C1CCC1	-28	0.6	.	4
Cc1noc(C)c1NC(=O)N(C)C[C@@H]1Oc2ccc(NC(=O)Cc3cn(C)c4ccccc34)cc2C(=O)N([C@@H](C)CO)C[C@@H]1C	-123	-0.3	.	-9

One compound at a time, from the list above.
`COc1cccc(S(=O)(=O)Nc2ccc3c(c2)[C@H]2C[C@@H](CC(=O)N(C)C)O[C@H](CO)[C@H]2O3)c1` across the screens: T cruzi growth: -13; GASC1 inh: -3.1; C diff growth: -4; Pf Dd2 inh: 16
`CCCN1C[C@@H](C)[C@@H](OC)CN(C)C(=O)c2cc(NC(=O)c3ccccc3F)ccc2OC[C@H]1C` across the screens: T cruzi growth: -8; GASC1 inh: -1.0; C diff growth: .; Pf Dd2 inh: -2
`Cc1noc(C)c1NC(=O)N(C)C[C@@H]1Oc2ccc(NC(=O)Cc3cn(C)c4ccccc34)cc2C(=O)N([C@@H](C)CO)C[C@@H]1C` across the screens: T cruzi growth: -123; GASC1 inh: -0.3; C diff growth: .; Pf Dd2 inh: -9

Screening data (PubChem BioAssay)
